Bioassay records: PubChem, Sanford-Burnham Center for Chemical Genomics
mIAP inh: blocks mouse intestinal alkaline phosphatase; purified mouse IAP, CDP-Star luminescence, 30 min; inhibition, % at 10 µM; 330,000 tested, 0.2% active;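 active = inhibition of at least 40% at 10 µM in the primary screen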;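 note: plate controls were DMSO with enzyme for no effect and no enzyme wells for full effect; values of inactives mirror those of a sister screen read the other way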
MIN6 prolif: induces beta-cell replication in MIN6 cells; MIN6 cells proliferation, ATPlite luminescence, 48 h; cells starved in 0.2% serum; 100% = growth in 10% serum; proliferation, % at 10 µM; 330,000 tested, 0.29% active;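 active = compounds whose signal lies at least 3.5 SD above the mean of all wells on their plate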;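 note: 0% = DMSO-treated cells in low-serum medium and 100% = 10% serum control; some compounds called inactive have numbers as strong as hits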
A3G deaminase: blocks human APOBEC3G single-stranded DNA deamination. AID 493012. inhibition, % at 20 µM. Q9HC16. recombinant A3G, ssDNA deamination FAM/TAMRA fluorescence. 330,000 tested, 0.28% active;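 active = inhibition of at least 40% at 20 µM, with no more than 30% in the related APOBEC3A deaminase screen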;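 note: plate controls were DMSO wells with A3G for no effect and wells lacking A3G enzyme for full effect; some compounds called inactive have numbers as strong as hits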
Target sequence (Q9HC16 whole entry, looked up): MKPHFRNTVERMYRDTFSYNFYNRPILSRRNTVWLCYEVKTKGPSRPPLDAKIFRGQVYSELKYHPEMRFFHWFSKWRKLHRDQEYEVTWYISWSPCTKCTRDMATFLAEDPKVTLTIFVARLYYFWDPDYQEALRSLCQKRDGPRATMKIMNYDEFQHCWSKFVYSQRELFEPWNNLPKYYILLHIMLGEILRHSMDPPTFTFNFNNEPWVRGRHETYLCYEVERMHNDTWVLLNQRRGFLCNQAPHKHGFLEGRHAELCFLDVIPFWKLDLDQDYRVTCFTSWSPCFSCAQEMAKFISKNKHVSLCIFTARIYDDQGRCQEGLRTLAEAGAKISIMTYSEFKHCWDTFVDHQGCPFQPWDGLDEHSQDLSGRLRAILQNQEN
APOBEC3A inh: blocks human APOBEC3A ssDNA deamination; inhibition, % at 20 µM; 330,000 tested, 0.41% active; AID 493011; recombinant A3A, FAM/TAMRA ssDNA deamination fluorescence; P31941;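 active = at least 40% inhibition at 20 µM here, with at most 30% in a related deaminase screen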;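 note: plate controls were A3A with DMSO for no effect and wells lacking A3A enzyme for full effect; some results filed as inactive read as strong as hits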
hIAP block: human IAP inhibition; P09923; purified IAP, CDP-Star luminescence, 30 min; inhibition, % at 10 µM; 330,000 tested, 0.12% active; AID 2544;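 active = inhibition reaching a set limit with compound at 10 µM in the primary screen, cut at about 35% in these data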;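 note: plate controls were DMSO wells with enzyme for no effect and no-enzyme buffer wells for full effect; values of inactives mirror those of a sister screen read the other way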
Target sequence (P09923 whole entry, looked up): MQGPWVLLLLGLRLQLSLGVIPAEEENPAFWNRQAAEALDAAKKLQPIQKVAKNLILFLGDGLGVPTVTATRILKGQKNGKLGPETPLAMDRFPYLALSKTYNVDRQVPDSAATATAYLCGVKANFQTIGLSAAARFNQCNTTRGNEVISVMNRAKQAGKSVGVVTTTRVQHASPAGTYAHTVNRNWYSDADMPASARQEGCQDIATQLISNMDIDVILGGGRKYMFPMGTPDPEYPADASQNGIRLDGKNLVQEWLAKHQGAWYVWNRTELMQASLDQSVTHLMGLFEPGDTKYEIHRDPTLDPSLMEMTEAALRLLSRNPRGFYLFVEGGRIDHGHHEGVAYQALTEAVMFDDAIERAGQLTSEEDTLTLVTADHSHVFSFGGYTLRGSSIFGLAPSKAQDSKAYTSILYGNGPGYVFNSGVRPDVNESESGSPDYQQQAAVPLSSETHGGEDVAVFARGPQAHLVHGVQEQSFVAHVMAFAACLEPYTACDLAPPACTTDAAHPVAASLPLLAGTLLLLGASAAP
mIAP activ: mouse IAP activation; muIAP, CDP-Star luminescence, 30 min; active compounds read high; 1 = vehicle-only enzyme signal, 0 = enzyme-free wells; activation factor at 10 µM; 330,000 tested, 0.24% active; AID 2805;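 active = activation factor of at least 2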; note: the source names both 10 and 20 µM as test concentration; values of inactives mirror those of a sister screen read the other way
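Assay system: mouse IAP enzyme / Compound: DMSO-dissolved test compounds / Timing: 30 min, room temperature / Measured by: luminescence from enzymatic CDP-Star hydrolysis / Control set: DMSO-only wells, enzyme-free buffer wells as negative control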
tim10-1 inh: inhibits growth of tim10-1 mutant yeast | inhibition, % at 20 µM | 330,000 tested, 2.2% active | S. cerevisiae tim10-1 ts strain growth, BacTiter-Glo, 24 h;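 active = inhibition of at least 40%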;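 note: mutant grown at 25 °C; 0% = DMSO wells with yeast and 100% = wells holding no yeast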
NALP3 yeast inh: inhibitors of NALP3 inflammasome in yeast | AID 2825 | 330,000 tested, 0.39% active | Yeast reconstituted NLRP3/ASC/caspase-1, beta-gal luminescence, 24 h | inhibition, % at 10 µM;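 active = inhibition of 50% or more; inactive = inhibition below 50%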;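 note: plate controls were induced DMSO wells for no effect and uninduced yeast grown without galactose for full effect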
TIM10 inh: inhibits growth of TIM10 yeast strain | S. cerevisiae TIM10 strain growth, BacTiter-Glo luminescence, 24 h | inhibition, % at 10 µM | 330,000 tested, 1.4% active;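 active = inhibition of 40% or more at the single tested concentration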;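 note: wild-type TIM10 isogenic control strain grown at permissive 25 °C; 0% = DMSO yeast wells and 100% = minimal medium wells without yeast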
The depositor's hits bear a star.

SMILES	mIAP inh	MIN6 prolif	A3G deaminase	APOBEC3A inh	hIAP block	mIAP activ	tim10-1 inh	NALP3 yeast inh	TIM10 inh
CC(=O)N1CCN(CCS(=O)(=O)c2cc(Cl)ccc2Cl)CC1	6	-6	-3	0	15	0.94	11	1	11
N#Cc1cnn(-c2nc(SCc3ccccc3)nc3sc4c(c23)CCCC4)c1N	10	-4	-5	-2	-28	0.9	28	12	-18
O=C(COC(=O)c1ccc(Br)o1)NCc1ccc(Cl)cc1	5	0	1	4	-10	0.95	0	13	0
CCOC(=O)Cn1c(=O)c(-c2ccccc2N)nc2ccccc21	1	-1	-1	0	-1	0.99	12	16	6
CC(Oc1ccc(Cl)cc1Cl)C(=O)OCC(=O)c1c(N)n(C)c(=O)n(C)c1=O (stereo not drawn)	0	-2	-4	4	11	1	25	19	12
Nc1ccc2cn[nH]c2c1	-6	-4	-4	-6	-20	1.1	-1	12	3
CC(C)Cn1c([N+](=O)[O-])nc2c1c(=O)[nH]c(=O)n2C	2	-4	-8	-1	11	0.98	-13	10	4
CCOc1ccc(CCN2CN(CC)CNC2=S)cc1OCC	4	1	-13	-6	-7	0.96	-1	16	-5
Fc1ccccc1COc1ccc(Br)cc1CNCc1cccnc1	-2	-2	1	-2	-8	1	30	19	21
COC(=O)C1CCN(c2nc3ccccc3nc2C(C#N)C(=O)OCC(C)C)CC1 (stereo not drawn)	5	-5	1	1	-5	0.95	19	6	20
COc1ccc(Cc2nnc(N/N=C/c3ccc(O)cc3)[nH]c2=O)cc1OC	-2	-6	-5	-6	-73	1	22	3	-14
COc1ccc(-c2cc(-c3ccccc3)c(C#N)c(SCC(=O)O)n2)cc1	-1	-4	0	-2	-7	1	16	5	22
COc1ccc2c(Cl)c(C(=O)N/N=C3\CCCC(=O)C3)sc2c1	12	-2	-14	-1	-79	0.88	3	3	-7
CCn1c(SCC(=O)Nc2cc(OC)c(OC)c(OC)c2)nnc1-c1cccs1	-1	-2	-2	-3	4	1	9	-3	13
Cc1cc(C(=O)OCC(=O)Nc2ccccc2C#N)c(C)o1	4	-1	-5	-2	-5	0.96	0	-1	-3
Cc1cc(=O)[nH]c(SCC(=O)N2CCc3ccccc3C2)n1	6	0	-1	-3	19	0.94	7	7	8
COCCNC(=O)CN(Cc1ccc2c(c1)OCO2)C(=O)CCC(=O)Nc1nccs1	-10	2	-8	-5	-3	1.1	-12	-12	-1
C=CCNC(=O)C1CC2Cn3c(nc4ccccc43)C2N1C (stereo not drawn)	-14	2	-4	-2	-9	1.1	-10	17	-9
O=C(NCc1cccs1)c1ccc2c(c1)OCCO2	0	1	-8	-4	-56	0.99	12	8	20
CCOc1ccc(S(=O)(=O)N2CCN(C(=O)CN3C(=O)NC4(CCCC4)C3=O)CC2)cc1	4	4	-2	41*	9	0.96	3	8	-3
CC(C)(C)c1ccc(OCCC(=O)OCC(=O)Nc2cccnc2Cl)cc1	12	3	0	6	17	0.88	30	22	10
Cc1ccccc1NC(=O)/C(C#N)=C\c1cccnc1	10	-1	0	12	6	0.9	31	2	38
COC(=O)C(O)(CC(=O)Nc1cc(Cl)ccc1Cl)C(F)(F)F (stereo not drawn)	1	-2	-4	0	3	0.99	3	1	3
N#C/C(=C\c1c[nH]c2ccccc12)C(=O)NC1CCCC1	6	-3	-5	-6	0	0.94	12	20	29
COc1ccc(NC(=O)C(=O)NCCC2CCCCN2S(=O)(=O)c2cccs2)cc1 (stereo not drawn)	-2	-3	-7	-2	12	1	17	11	14
COc1ccc(-n2c(SCC(=O)NC3CCCCC3)nc3ccsc3c2=O)cc1	12	1	-8	0	10	0.88	18	16	-2
CCOc1ccc(NC(=O)/C(C=Nc2ccccc2)=C(\C)O)cc1	0	-3	-9	-2	-6	1	-69	12	-36
CC(=O)c1cccc(NC(=O)C2=CN3CCS(=O)(=O)N=C3C=C2)c1	6	-2	-2	14	-9	0.94	-5	22	0
Cc1ccc(S(=O)(=O)N(CCCN2CCCC2=O)Cc2cc3c(C)ccc(C)c3[nH]c2=O)cc1	-2	2	-2	2	2	1	24	17	4
Cn1c2ccccc2c(=O)c2ccc(F)cc21	0	-2	-1	6	11	0.99	-8	25	-5

Quoted from the listing.
CCOc1ccc(NC(=O)/C(C=Nc2ccccc2)=C(\C)O)cc1 in tim10-1 inh: -69
Cc1cc(=O)[nH]c(SCC(=O)N2CCc3ccccc3C2)n1 in APOBEC3A inh: -3

Eleven structures already listed, sorted by length of the SMILES, lowest first:
SMILES	mIAP inh	MIN6 prolif	A3G deaminase	APOBEC3A inh	hIAP block	mIAP activ	tim10-1 inh	NALP3 yeast inh	TIM10 inh
Cn1c2ccccc2c(=O)c2ccc(F)cc21	0	-2	-1	6	11	0.99	-8	25	-5
O=C(NCc1cccs1)c1ccc2c(c1)OCCO2	0	1	-8	-4	-56	0.99	12	8	20
C=CCNC(=O)C1CC2Cn3c(nc4ccccc43)C2N1C (stereo not drawn)	-14	2	-4	-2	-9	1.1	-10	17	-9
N#C/C(=C\c1c[nH]c2ccccc12)C(=O)NC1CCCC1	6	-3	-5	-6	0	0.94	12	20	29
CCOc1ccc(NC(=O)/C(C=Nc2ccccc2)=C(\C)O)cc1	0	-3	-9	-2	-6	1	-69	12	-36
COC(=O)C(O)(CC(=O)Nc1cc(Cl)ccc1Cl)C(F)(F)F (stereo not drawn)	1	-2	-4	0	3	0.99	3	1	3
CC(C)(C)c1ccc(OCCC(=O)OCC(=O)Nc2cccnc2Cl)cc1	12	3	0	6	17	0.88	30	22	10
COc1ccc(-n2c(SCC(=O)NC3CCCCC3)nc3ccsc3c2=O)cc1	12	1	-8	0	10	0.88	18	16	-2
CC(=O)c1cccc(NC(=O)C2=CN3CCS(=O)(=O)N=C3C=C2)c1	6	-2	-2	14	-9	0.94	-5	22	0
COCCNC(=O)CN(Cc1ccc2c(c1)OCO2)C(=O)CCC(=O)Nc1nccs1	-10	2	-8	-5	-3	1.1	-12	-12	-1
CCOc1ccc(S(=O)(=O)N2CCN(C(=O)CN3C(=O)NC4(CCCC4)C3=O)CC2)cc1	4	4	-2	41*	9	0.96	3	8	-3

(more compounds)
SMILES	mIAP inh	MIN6 prolif	A3G deaminase	APOBEC3A inh	hIAP block	mIAP activ	tim10-1 inh	NALP3 yeast inh	TIM10 inh
CCOc1ccc(C2Nc3cccc4cccc(c34)N2)cc1OC	16	-3	-1	-1	13	0.84	16	19	6
CCCC(=O)Nc1nnc(CCc2ccccc2)s1	-12	-2	-3	-7	4	1.1	-19	33	-19
CCC1Oc2ccc(C)cc2N(CC(=O)NCc2cccs2)C1=O (stereo not drawn)	-4	2	-1	3	-7	1	6	12	8
O=C(CC1C[C@H](C(=O)N2CCOCC2)[C@@]2(CCC3CCCC3)c3[nH]c4ccccc4c3CCN2C1=O)NCc1ccco1 (stereo partly drawn)	-35	-4	-5	-3	-15	1.4	1	25	-7
CCOC(=O)c1sc(N)c(C(N)=O)c1C	-2	0	-4	0	3	1	-8	8	-8
Cc1nn(Cc2ccccc2)c(C)c1NC(=O)c1noc2c1CCc1ccccc1-2	-3	-6	-16	-7	-8	1	35	13	23
CC(C)c1cc(CN2CCN(Cc3ccc(F)c(F)c3)C(CCO)C2)[nH]n1 (stereo not drawn)	8	6	-3	-1	-7	0.92	12	17	2
COc1ccc(NC(=O)C2(c3ccc(NC(=O)c4ccc(C)cc4)cc3)CCCC2)cc1	1	1	1	2	-2	0.99	13	-13	7
CN1CCN(NC(=O)c2cccc(Br)c2)CC1	3	0	-5	0	4	0.97	0	14	21
CCC1=C2CC[C@H]3C(=O)NC(=O)[C@H]3[C@H]2[C@@]2(Cc3ccccc3)C(=NCC(=O)OC)OC(=O)N2C1=O	-4	0	13	3	8	1	5	25	5
CC1CN(Cc2cc(=O)[nH]c(C3CC3)n2)CC(C)O1 (stereo not drawn)	-6	3	-5	-1	-11	1.1	16	3	-19
CSCCC(=O)N1CCCC(N(C)CCc2ccccc2)C1 (stereo not drawn)	-5	1	-8	-3	9	1	-12	18	-8
CC1CCCC(NC(=O)Cn2cc([N+](=O)[O-])ccc2=O)C1C (stereo not drawn)	5	-1	-2	13	21	0.95	-6	2	0
Nc1nonc1-n1nnc(C(=O)N/N=C/c2ccc(Cl)cc2Cl)c1CN1CCCC1	5	1	13	-10	-23	0.95	-31	-1	-26
CN1CCc2cccc3c2C1Cc1ccc(O)c(O)c1-3 (stereo not drawn)	6	-8	40	-6	-11	0.94	17	48	5
COc1ccc(NC(=O)CCS(=O)(=O)c2ccc(OC)cc2)cc1	-5	-3	-13	-4	-14	1.1	26	3	4
C/C(=N/OC(=O)C1CC1c1ccccc1)c1ccccc1 (stereo not drawn)	-4	-2	0	-1	-20	1	-11	15	-8
Cc1ccc(-c2nc(CSc3nc4ccccc4c(=O)n3C)cs2)cc1	11	0	-2	1	-7	0.89	6	4	9
CCCNS(=O)(=O)c1ccc(OC)c(Cl)c1Cl	5	0	-6	-3	-12	0.95	28	18	0
Cc1ccc(C(=O)N2CCN(c3ccccc3F)CC2)cc1NC1=NC2CS(=O)(=O)CC2S1 (stereo not drawn)	-6	2	-6	-5	8	1.1	-22	2	-4
CCOc1ccc(N2C(=O)C3C4C=CC([C@H]5CC45)[C@@H]3C2=O)cc1 (stereo partly drawn)	-9	-4	-4	-4	-14	1.1	11	10	-11
CN(C(=O)c1ccc(NC(=O)Cc2ccc(NC(=O)C3CCN(C(=O)C4CCCC4)CC3)cc2)cc1)C1CC1	-12	-3	-11	-2	-14	1.1	-6	22	-8
CC(=O)Nc1ccc(NC(=O)Cn2c(-c3ccc(F)cc3)cnc2SCC(=O)Nc2c(C)cccc2C)cc1	-6	0	-3	-2	-43	1.1	4	-7	3
CCCCN1C(=N)N([C@@H](CCC)CN2CCC[C@H]2CN2C(N)=NC[C@@H]2Cc2ccccc2)C[C@H]1[C@H](C)CC	-46	0	0	0	-14	1.5	-12	13	-6
COC(=O)c1ccccc1NC(=O)N1CCN(Cc2ccco2)CC1	6	-3	-3	-4	-1	0.94	12	10	12
COCC(=O)N1CCC(Oc2ccc(C(=O)N3CCCCCCC3)cc2)CC1	-3	-2	-3	-4	-21	1	16	9	8
CCC1=C(OC(=O)N(CC)CC)N2C(=O)OC(=NCC(=O)OC)[C@]2(Cc2ccccc2)[C@H]2C1=CC[C@H]1C(=O)N(CC(=O)OC)C(=O)[C@H]12	-7	2	-11	-3	-1	1.1	6	1	9
COC(=O)c1cccc(NC(=O)CCCN2C(=O)NC3(CCCC3)C2=O)c1	6	-3	-10	-2	5	0.94	-6	11	-1
CCOC(=O)c1ccc(Nc2cc(C)nc(-c3ccccc3O)n2)cc1	-4	3	-4	0	-11	1	20	2	26
Cc1cc(C)n(-c2ccc(C(=O)OCC(=O)Nc3ccc(Cl)c(S(=O)(=O)N(C)C)c3)cc2)n1	3	-3	-4	0	5	0.97	9	1	12
